S1P4 antag = human S1P4 receptor antagonism | O95977 | S1P4-expressing cells, antagonist mode, reporter read-out | inhibition, % at 4.98 µM | actives 0.26% (n = 220,000); in the data active means inhibition above about 29%;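 further: 0% = wells stimulated with agonist and 100% = vehicle wells without agonist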
TRPML3 agonist = activates the human TRPML3 channel; Q8TDD5; HEK293 TRPML3-YFP, Fluo-8 calcium fluorescence; 100% = the carbachol control signal; activation, % at 3 µM; actives 0.29% (n = 220,000); AID 1448;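 active means activation above its plate's cutoff, the mean activation of the plate's test wells plus 3 SD, cut at about 12% in these data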;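 further: 0% = DMSO only wells and 100% = carbachol wells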
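Test system: HEK293 cells stably carrying human TRPML3-YFP; Doses: single dose, 3 µM final nominal compound, 0.3% DMSO final; Schedule: dye loading 1 h 37 °C then 30 min ambient, 125 s read; Technique: Fluo-8 calcium fluorescence; Benchmarks: high control carbachol 87 µM, low control DMSO.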
BaF3 tox = parental Ba/F3 viability inhibition as JAK2V617F counter-screen; CellTiter-Glo ATP luminescence; inhibition, % at 5.6 µM; actives 1.1% (n = 220,000); AID 1486;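 active means inhibition above a per-campaign cutoff, the mean inhibition of all tested compounds plus 3 SD, cut at about 27% in these data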;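 further: 0% = DMSO wells and 100% = JAK Inhibitor I control wells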
Ba/F3 V617F tox = loss of viability in JAK2V617F-driven Ba/F3 cells. Ba/F3 EpoR-JAK2V617F viability, ATP luminescence. inhibition, % at 5.6 µM. actives 1.1% (n = 220,000);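 active means inhibition above the campaign mean plus 3 SD over all tested compounds, cut at about 24% in these data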;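 further: cytokine-independent growth of Ba/F3 cells driven by EpoR plus mutant JAK2; 0% = DMSO-treated cells and 100% = JAK inhibitor I control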
PERK inhibitor = inhibitors of human PERK kinase | Q9NZJ5 | CHO PERK-DD fusion, SEAP luminescence translation reporter | inhibition, % at 5.6 µM | actives 0.17% (n = 220,000) | AID 1416;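 active means inhibition above the mean inhibition of all tested compounds plus 3 SD, set separately per screening campaign, cut at about 2.9% in these data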;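 further: PERK kinase domain activated by AP20187 dimerizer at 100 nM; 0% = DMSO with dimerizer and 100% = rapamycin at 8.4 µM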
Target sequence (Q9NZJ5 whole entry, looked up, the tested form may be a part): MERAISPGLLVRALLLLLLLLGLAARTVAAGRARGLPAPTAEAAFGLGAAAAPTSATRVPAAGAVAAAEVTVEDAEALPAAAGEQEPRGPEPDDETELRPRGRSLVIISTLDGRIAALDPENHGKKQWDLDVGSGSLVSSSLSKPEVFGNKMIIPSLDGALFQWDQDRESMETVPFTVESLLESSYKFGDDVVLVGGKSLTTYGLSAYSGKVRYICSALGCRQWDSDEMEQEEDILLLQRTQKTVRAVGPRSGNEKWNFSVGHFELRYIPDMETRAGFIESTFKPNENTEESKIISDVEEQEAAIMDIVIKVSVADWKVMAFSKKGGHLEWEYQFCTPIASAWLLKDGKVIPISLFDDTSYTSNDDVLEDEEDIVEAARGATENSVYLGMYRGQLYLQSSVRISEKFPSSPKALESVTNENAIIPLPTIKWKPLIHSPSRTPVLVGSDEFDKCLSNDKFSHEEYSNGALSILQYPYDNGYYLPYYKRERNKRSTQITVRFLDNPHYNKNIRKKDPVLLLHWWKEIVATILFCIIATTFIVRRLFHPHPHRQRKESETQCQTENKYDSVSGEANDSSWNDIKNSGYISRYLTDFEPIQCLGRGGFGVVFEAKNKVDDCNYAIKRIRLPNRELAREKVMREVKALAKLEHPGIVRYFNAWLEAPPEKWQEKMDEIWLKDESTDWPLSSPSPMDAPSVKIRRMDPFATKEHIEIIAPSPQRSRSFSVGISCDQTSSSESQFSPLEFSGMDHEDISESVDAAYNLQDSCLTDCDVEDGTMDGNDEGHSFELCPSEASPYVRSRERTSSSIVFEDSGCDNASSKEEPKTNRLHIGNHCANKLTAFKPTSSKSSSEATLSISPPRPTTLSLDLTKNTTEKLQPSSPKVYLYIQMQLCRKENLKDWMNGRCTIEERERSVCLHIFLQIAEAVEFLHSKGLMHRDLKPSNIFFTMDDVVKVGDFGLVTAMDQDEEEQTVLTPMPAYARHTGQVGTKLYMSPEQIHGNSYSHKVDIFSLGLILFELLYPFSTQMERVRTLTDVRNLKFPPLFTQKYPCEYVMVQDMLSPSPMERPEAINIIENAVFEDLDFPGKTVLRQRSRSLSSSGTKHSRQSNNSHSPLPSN
m-calpain inh = calpain II (pig) inhibition. purified calpain II, fluorogenic peptide substrate, 30 min. inhibition, % at 16 µM. AID 1236. actives 0.37% (n = 220,000);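 active means inhibition above about 50%, limit read from the data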
S1P4 agonist = agonists of human S1P4 receptor | S1P4-expressing cell line, agonist reporter assay | activation, % at 4.98 µM | actives 0.35% (n = 220,000) | AID 1509; in the data active means activation above about 11%;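 further: 0% = DMSO vehicle and 100% = reference agonist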
zfTRPN1 agonist = agonists of zebrafish TRPN1 channel. actives 0.18% (n = 220,000). activation, % at 3 µM. AID 1424. HEK293 zebrafish TRPN1-YFP, Fluo-8 calcium fluorescence; 100% = response to 87 µM carbachol;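 active means activation above its plate's cutoff, the mean activation of test wells on that plate plus 3 SD, cut at about 19% in these data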;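 further: 0% = DMSO alone and 100% = 87 µM carbachol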
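System: zebrafish TRPN1-YFP in HEK293 cells / Dosing: 3 µM single point / Timing: dye loading 1 h at 37 °C, then 30 min room temperature / Signal: Fluo-8 calcium fluorescence, excitation 470-495 nm, emission 515-575 nm / Read-out basis: percent activation from peak over basal fluorescence ratio, control-normalized / Control set: high carbachol 87 µM, low DMSO alone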
EP2 modulator = modulators of human EP2 prostaglandin E2 receptor | P43116 | AID 940 | induction, % at 25 µM | actives 0.83% (n = 260,000) | EP2-expressing cells, cAMP HTRF FRET, PGE2 co-stimulation;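 active means compounds whose cAMP rise, as percent of the full-agonist control response, exceeds 60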;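 further: rat C6 glioma line stably carrying human EP2 under a CMV promoter; the protocol text gives 20 µM as final concentration; 100% = response of wells given 1 µM PGE2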
The depositor's hits bear a star; i = inactive; . = not tested or not shown; & = joins results of further samples. Not a hit list; any-hit rate near 3.6%.

No.	Molecule	BaF3 tox	S1P4 antag	zfTRPN1 agonist	EP2 modulator	m-calpain inh	PERK inhibitor	Ba/F3 V617F tox	S1P4 agonist	TRPML3 agonist
1	COC(=O)/C(=C\c1c[nH]c2ccccc12)NC(C)=O	-2	-19	-0.3	-39	0	-0.3	-6	-0.5	0.4
2	Oc1csc(Cc2nc(-c3ccc(-c4ccccc4)cc3)cs2)n1	7	-10	0.5	-32	-34	1.2	4	-3.1	0.8
3	CCOC(=O)c1ccc(CNS(=O)(=O)c2c(C)ccc3nsnc23)o1	0	-16	2.0	5	23	-0.1	-1	-0.1	0.5
4	CC(C)[C@H](N)c1nnc(SCc2ccc(Cl)cc2)o1	6	-21	0.2	25	11	0.2	3	-1.1	-0.5
5	Cc1ccc(NC(=O)C2CCN(c3cnccn3)CC2)cc1	-1	-19	0.6	6&13	-27	0.7	4	0.4	0.3
6	CCN1C(=O)CS/C1=N\S(=O)(=O)c1ccccc1	-1	-16	-1.8	-7	-3	0.5	-1	1.6	0.5
7	N=c1n(CCN2CCCCC2)c2ccccc2n1CC(O)c1ccc(Cl)c(Cl)c1 (centres undefined)	8	55*	0.2	-52	27	-0.8	3	-2.5	0.9
8	CN(C)C(CNC(=O)CNC(=O)c1ccc(Br)cc1)c1ccccc1 (centres undefined)	8	-13	-0.3	-1	-24	-0.2	1	-0.6	0.8
9	CC(=O)OC(COc1ccccc1)Cn1cnc2ccccc21 (centres undefined)	3	0	0.4	-14&-1	-30	0.0	0	0.6	-0.3
10	CCCc1nc2ccc(NC(=O)NCCC(=O)OCC)cc2c(=O)n1Cc1ccc(Cl)cc1	3	-7	-1.4	-20	-14	-1.5	-2	1.0	0.2
11	COc1cc(-c2ccc(NC(=O)NC3CC3)c(OC)c2)ccc1NC(=O)NC1CC1	-4	4	2.7	-6	-43	-1.8	5	0.9	0.5
12	CCC(=O)N1CCc2cc(Br)cc(S(=O)(=O)CC(=O)OC)c21	6	8	0.4	5	13	-0.4	-2	1.3	0.2
13	O=C(CCc1nc2ccccc2c(=O)[nH]1)OCC(=O)c1ccc(C2CCCCC2)cc1	4	0	-0.1	9	0	1.8	-1	-1.4	0.4
14	COc1ccc(C2OC(=O)CC2C(=O)NCc2ccc(F)cc2)cc1OC (centres undefined)	7	-18	-0.7	5	-9	1.3	2	0.9	1.3
15	CCCC(CCC)=NNC(=O)c1ccccc1F	-5	-20	2.5	23	-4	0.1	-1	0.5	1.2
16	COc1ccc(S(=O)(=O)N(C)C)cc1NC(=O)Cc1cccs1	6	-14	1.1	10	-21	1.1	-3	1.7	0.6
17	CC(=O)N1C(C)c2ccccc2C(C)(C)CC12CCCCC2 (centres undefined)	2	0	-3.4	50	10	0.3	-3	2.0	-0.1
18	CC(=O)N1CCc2cc(S(=O)(=O)NCCC(=O)N3CCc4ccccc4C3)ccc21	2	-1	2.4	10	-3	-1.1	-2	1.8	1.0
19	O=C(CSc1cccc2cccnc12)N/N=C/c1cccnc1	1	10	2.2	-22	-98	2.0	-3	-1.2	1.2
20	NC(=O)C1(N2CCCCC2)CCN(C(=S)Nc2ccccc2)CC1	6	-25	-3.6	-3	-10	0.6	0	-0.3	-0.2
21	COC(=O)C1C2C=CC3(CN(CC4CCCO4)C(=O)C13)O2 (centres undefined)	-1	-14	0.9	12&2	10	0.8	-2	-0.8	-0.3
22	Cc1cc(NC(=O)CSc2nc(N)c(NC(=O)c3ccco3)c(=O)[nH]2)no1	2	-13	0.9	-27	2	0.4	-3	2.8	1.3
23	CCOC(=O)c1sc(NC(=S)NC(=O)c2cccc(Cl)c2)c(C(=O)OCC)c1C	0	-8	0.0	-6	-15	1.8	-6	1.6	0.4
24	CCOC(=O)Cn1c(-c2ccccn2)nc2ccccc21	2	-12	-0.4	28	-86	-0.3	2	1.2	0.2
25	CC(C)CC(=O)NC(=S)Nc1ccccc1C(F)(F)F	2	3	-0.4	6	4	0.7	-1	1.9	-0.7
26	COc1ccc(OC)c(NC(=O)C23CCC(C)(C(=O)O2)C3(C)C)c1 (centres undefined)	4	-3	-0.8	5	1	-0.5	-2	-2.2	0.1
27	CC(=O)Nc1ccc(C(=O)N/N=C/c2ccccc2OCc2ccccc2)cc1	3	4	2.1	-76	-40	-0.3	-1	19*	0.5
28	CCCCNC(=O)CSc1nc2cc3c(cc2c(=O)n1CCCC(=O)NCCc1ccc(OC)c(OC)c1)OCO3	5	-14	0.3	19	-103	0.4	1	0.4	0.2
29	O=C(Nc1ccc(-c2noc(-c3ccccc3F)n2)cc1)c1cccs1	3	-18	0.2	-10	-94	0.2	-1	2.3	0.8
30	N=c1ccn(CC(=O)c2ccc(-c3ccccc3)cc2)cc1	75*	-6	0.3	16	10	-1.0	98*	-0.2	0.6
31	O=C(Nc1cc(S(=O)(=O)N2CCOCC2)ccc1N1CCCC1)c1ccc2c(c1)S(=O)(=O)c1ccccc1C2=O	0	-11	-0.3	-2	-141	0.0	-1	0.1	0.8
32	Cc1ccc(-c2nnc(/C=C/c3ccccc3)o2)cc1	8	-11	-0.2	9	0	1.0	-1	0.9	1.2
33	COCCNC(=O)COc1ncnc2ccc(Br)cc12	3	5	0.1	35	4	-1.7	4	6.2	0.2
34	COc1cc(/C=C/C(=O)c2ccc(NS(=O)(=O)c3ccc(C)cc3)cc2)ccc1OC(F)F	3	12	0.6	4	-30	-0.2	-4	0.9	0.6
35	COc1ccc(CCNC(=O)CC2C(=O)NCCN2CC(C)(C)C)cc1 (centres undefined)	5	-4	2.5	10	-48	0.5	-1	1.5	0.7
36	Cc1cc(N)c(C)c([N+](=O)[O-])c1C	4	-16	0.5	-19	5	1.4	23	1.6	0.6
37	Cc1cccnc1NC(=O)Nc1ccccc1	-12	-10	1.4	-12	4	-0.3	1	-1.1	0.7
38	Cn1c(SCC(=O)N/N=C/c2ccc([N+](=O)[O-])s2)nnc1-c1ccccc1	7	-28	0.8	-74	19	-1.0	1	0.9	5.8
39	CCOc1ccccc1N1CCN(CC(=O)Nc2cc(C)on2)CC1	3	-9	-0.8	18	1	1.7	-1	-0.7	1.6
40	COC(=O)CC1NCCNC1=O (centres undefined)	-2	-3	0.3	24	0	0.8	-5	0.1	1.1
41	CCOC(=O)c1sc2nc3c(SCCC#N)cc(C(=O)c4cc(F)ccc4O)cn3c(=O)c2c1C	8	-7	1.3	31	-68	0.7	1	0.3	1.0
42	CC(C)NC(=O)C1CCN(C2CCN(Cc3nc4ccccc4s3)CC2)CC1	-1	1	0.8	-19	-25	-0.2	3	-1.4	1.2
43	CCCn1nc2cc(C(=O)NC3CCCc4ccccc43)ccc2c1OCC (centres undefined)	-1	-1	-2.2	-20	i	-1.4	-2	0.5	-1.1
44	Cc1ccccc1NC1=NCC(c2ccc([N+](=O)[O-])cc2)S1 (centres undefined)	2	-8	-0.9	-19	-9	1.5	-1	0.5	0.2
45	Cc1nnc(SCC(C)C)[nH]c1=O	1	-1	1.0	11	-13	1.7	-3	1.1	0.4
46	O=c1c([N+](=O)[O-])c(N2CCCCC2)c2ccccc2n1-c1ccccc1	5	5	-0.3	34	-46	-0.1	4	-0.9	0.5
47	COc1ccc(NC(=O)C(NCC(C)C)c2ccccc2)cc1Cl (centres undefined)	2	-7	0.2	23	15	-0.9	4	0.5	0.7
48	CCCn1nnc(NC(=O)c2cc(Br)cc(Br)c2OC)n1	0	-2	0.1	-7	-22	-1.1	3	-1.5	-1.0
49	O=S(=O)(c1ccc(F)cc1)c1snnc1-c1ccccc1	68*	9	-2.4	69*	-19	0.8	61*	-1.3	-0.4
50	CCCC(=O)Nc1ccc(Cl)c(NC(=O)c2ccc(Br)o2)c1	7	-8	-1.0	6	-13	0.4	1	-0.7	-0.5

Next compounds follow.
No.	Molecule	BaF3 tox	S1P4 antag	zfTRPN1 agonist	EP2 modulator	m-calpain inh	PERK inhibitor	Ba/F3 V617F tox	S1P4 agonist	TRPML3 agonist
51	O=C(CNc1ccccc1)Nc1ccc(F)cc1	0	-23	0.0	9	1	-0.3	-3	-0.2	0.3
52	O=C1O/C(=C\C(=O)N2CCOCC2)c2ccccc21	1	11	1.4	5	9	1.4	-3	-2.6	0.1
53	O=CN1CCN(C(=O)c2ccccc2Cl)CC1	4	0	-1.4	-7	5	0.0	0	1.3	0.9
54	COc1cccc(/C=N/NC(=O)C(C)Cn2cnc3ccccc32)c1 (centres undefined)	-2	-14	4.0	-23	-15	0.3	-2	0.6	1.7
55	Cc1ccccc1NCC(=O)N=Nc1c(O)[nH]c2ccc([N+](=O)[O-])cc12	-1	-9	1.0	-22	-2	-0.4	-1	0.6	0.3
56	O=C(Cc1cccs1)Nc1cccc(-c2ccc3nncn3n2)c1	8	16	2.3	-37	-37	0.7	1	1.5	0.4
57	Cc1cc(C)n2nc(SCc3cc(=O)n4ccccc4n3)nc2n1	3	-4	0.9	.	.	-0.9	5	-0.7	-0.3
58	Cc1cc(C)n(Cc2ccc(F)cc2)c(=O)c1C#N	7	9	1.1	1	15	0.0	-2	1.2	-0.6
59	O=C(/C=C/c1ccc(Cl)cc1Cl)N1CCc2ccccc21	7	-15	0.7	4	-7	0.9	0	0.1	1.4
60	Cc1ccccc1C(=O)NC(=S)Nc1cccc(NC(=O)C(C)C)c1	3	-1	2.6	-14	-10	1.7	2	-0.5	1.2
61	C=CCC1(/C=N/O)CCOC(C)(C)C1 (centres undefined)	-3	-22	1.2	19	-8	-0.1	-3	-0.2	0.6
62	CC(Cc1cccs1)NC(=S)Nc1ccc(F)cc1 (centres undefined)	5	-12	1.2	-50	-6	0.5	-2	0.7	1.6
63	COc1ccc(OC)c(S(=O)(=O)Nc2ccc(O)c(Sc3ncn[nH]3)c2)c1	6	-11	-1.0	-4	4	-0.9	-1	-1.1	0.0
64	CCn1c(CNC(=O)Cc2ccc(OC)cc2)nnc1SCC(=O)c1ccc(Br)cc1	4	-6	3.1	5	20	-0.2	-2	1.9	0.9
65	Cn1ccnc1SCC(=O)c1ccc2ccccc2c1	-3	-6	0.1	-47	-246	0.3	-3	-0.4	0.6
66	Cc1ccc(NC2=CC(=O)C(=O)c3ccccc32)cc1	10	-22	0.5	-57	22	-0.1	4	1.2	0.8
67	O=C(Nc1ccccc1F)Nc1ccccc1N1CCCCC1	-7	-3	-2.0	-2	4	0.1	-1	-1.8	-1.7
68	CCSCc1nnc(SCC(=O)Nc2nccs2)n1CC	4	-22	-0.9	37	-9	0.9	-4	0.2	0.6
69	Cc1ccsc1C(=O)Nc1ccccc1N1CCOCC1	3	2	-1.0	10	-10	-0.4	-3	0.8	0.0
70	O=C(c1csc2c1CCCC2)N1CCN(c2ccccc2)CC1	9	2	1.8	-25	-16	-1.0	-1	0.2	0.4
71	CC1(C)C(CSc2nc3ccccc3[nH]2)C1(Cl)Cl (centres undefined)	10	-8	0.0	18	44	-0.1	5	-1.0	-0.3
72	CN(C)/N=C/c1ccc(Sc2ccc([N+](=O)[O-])cc2[N+](=O)[O-])o1	8	2	0.8	35	27	0.9	3	0.6	0.5

Screening data from PubChem BioAssay.
